Source: PubChem (several laboratories)
FXIIa inh 1536: human FXIIa protease inhibitors, primary screen, biochemical, 1536-well; AID 800, 2007; purified FXIIa, Boc-QGR-AMC fluorogenic substrate, 2 h; inhibition, % at 5 µM; Coagulation factor XII (Homo sapiens), P00748; 0.3% of 220,000 active; in the data active means inhibition above about 40%;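 further: 0% = enzyme with no compound and 100% = blank without enzyme; many of its hits are not listed in these tables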
Target sequence (P00748 20-372 limits assumed): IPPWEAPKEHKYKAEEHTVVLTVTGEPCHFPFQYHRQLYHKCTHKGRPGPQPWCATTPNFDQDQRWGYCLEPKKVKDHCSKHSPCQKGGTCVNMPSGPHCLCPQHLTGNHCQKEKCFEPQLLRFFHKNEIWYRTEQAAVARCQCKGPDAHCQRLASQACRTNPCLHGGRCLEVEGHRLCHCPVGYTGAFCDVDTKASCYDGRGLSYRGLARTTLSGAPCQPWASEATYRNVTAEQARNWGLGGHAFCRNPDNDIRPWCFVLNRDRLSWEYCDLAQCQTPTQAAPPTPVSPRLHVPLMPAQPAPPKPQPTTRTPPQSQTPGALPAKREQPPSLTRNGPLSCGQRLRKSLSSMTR
Target sequence (P00748 373-615 limits assumed): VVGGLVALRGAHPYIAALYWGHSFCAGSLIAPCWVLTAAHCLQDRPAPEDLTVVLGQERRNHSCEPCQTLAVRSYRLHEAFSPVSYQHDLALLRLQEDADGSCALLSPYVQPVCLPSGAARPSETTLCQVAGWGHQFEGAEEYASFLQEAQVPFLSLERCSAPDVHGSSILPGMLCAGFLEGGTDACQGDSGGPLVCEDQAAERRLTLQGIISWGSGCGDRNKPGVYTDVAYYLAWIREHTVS
TNF necrop inh: inhibitors of TNF-alpha triggered necroptosis, primary screen, cell-based, Jurkat FADD-/-, single concentration | activation (protection from cell death), % at 10 µM | AID 463075, 2010 | Jurkat FADD-/- TNF necroptosis rescue, ATP luminescence, 24 h; 0 = TNF only, 100 = no-TNF cells | 0.068% of 220,000 active;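 active means activation, meaning protection from cell death, of at least 50% relative to plate controls; inactive means activation below 50%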;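 further: necroptosis triggered by 40 ng/mL TNF-alpha added together with compound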
FXIa inh 1536: human FXIa protease inhibitors, primary screen, biochemical, 1536-well | 0.14% of 220,000 active | inhibition, % at 5 µM | purified FXIa, Boc-Glu-Ala-Arg-AMC fluorogenic substrate | AID 798, 2007 | Coagulation factor XI (Homo sapiens), P03951;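 active means inhibition of at least 40%; inactive means inhibition below 40%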;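 further: fluorescence of freed AMC excited at 355 nm; 0% = enzyme without compound and 100% = no enzyme blank; many of its hits are not listed in these tables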
CHOP inh: inhibitors of CHOP promoter induction, primary screen, cell-based, unfolded protein response, luciferase reporter. inhibition, % at 10 µM. CHO-K1 CHOP-promoter luciferase, tunicamycin-induced, 15-18 h. 3.8% of 220,000 active;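 active means compounds that reduced the stress-induced luciferase reporter signal by more than about 70% of percent inhibition, limit read from the data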;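 further: 0% = tunicamycin plus vehicle and 100% = wells without tunicamycin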
zVAD death inh: inhibitors of zVAD-triggered necroptosis, primary screen, L929 cells; L929 zVAD necroptosis rescue, ATP luminescence, 24 h; with zVAD 60 µM; AID 1377, 2008; viability rescue, % at 10 µM; 0.38% of 220,000 active;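 active means activation, scaled between plate controls, above about 75%, limit read from the data; inactive means activation under that limit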;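 further: 0% = zVAD with DMSO and 100% = DMSO alone without zVAD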
PGE2 EP2 inh: human EP2 receptor antagonists, primary screen, TR-FRET cAMP, C6 glioma cells; C6 glioma cells expressing human EP2; cells stimulated with saturating PGE2; Prostaglandin E2 receptor EP2 subtype (Homo sapiens), P43116; 0.52% of 260,000 active; inhibition, % at 25 µM;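 active means percent inhibition above 40 after rounding to a whole number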;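 further: rat C6 glioma host cells with rolipram phosphodiesterase inhibitor present; the protocol text gives 20 µM as final concentration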
Target sequence (P43116 whole entry, looked up): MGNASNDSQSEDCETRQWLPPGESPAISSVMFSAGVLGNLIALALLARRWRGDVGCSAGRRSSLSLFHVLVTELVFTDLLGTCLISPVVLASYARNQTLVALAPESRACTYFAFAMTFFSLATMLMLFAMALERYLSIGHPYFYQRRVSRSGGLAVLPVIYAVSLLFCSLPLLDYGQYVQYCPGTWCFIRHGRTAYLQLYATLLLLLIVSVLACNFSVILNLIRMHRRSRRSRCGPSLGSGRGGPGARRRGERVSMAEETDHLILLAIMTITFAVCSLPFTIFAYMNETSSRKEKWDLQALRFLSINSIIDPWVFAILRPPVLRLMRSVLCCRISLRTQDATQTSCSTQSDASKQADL
Tb hexokinase: Trypanosoma brucei hexokinase 1 inhibitors, primary screen, biochemical, G6PDH-coupled NADH absorbance, MLSCN library; recombinant TbHK1, G6PDH-coupled NADH A340; AID 1430, 2008; inhibition, % at 10 µM; hexokinase 1 [Trypanosoma brucei]; 0.11% of 220,000 active;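 active means inhibition of 50% or more in the single-dose primary screen; inactive means inhibition below 50%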
PPC-1+TRAIL kill: compounds killing PPC-1 cancer cells with TRAIL present, primary screen, TRAIL potentiator project, ATPLite luminescence, uHTS; PPC-1 cells + TRAIL, ATPLite viability luminescence; cell killing (% activity), % at 4 µM; AID 1443, 2008; 0.41% of 220,000 active;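 active means cell killing above 50% in the first pass at 4 µM, then a duplicate retest at 5 µM averaging 50% or more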;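 further: plate controls were cells with TRAIL plus DMSO for no effect and medium-only wells lacking cells for full effect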
Wee1 stabilizer: Wee1 degradation inhibitors, primary screen, cell-based, HeLa, Wee1K328M-luciferase, luminescence; 1.2% of 220,000 active; HeLa Luc-Wee1K328M stability; 100% = proteasome inhibitor MG132 effect; Wee1-like protein kinase (Homo sapiens), P30291; reporter increase, % at 5 µM; AID 1321, 2008;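 active means activation above the mean of all tested compounds plus 3 SD, set per screening run, cut at about 8.8% in these data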;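 further: cells exposed to compound for 20 h before luminescence read; 0% = DMSO alone and 100% = MG132 at 30 µM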
The depositor's hits bear a star; x = not tested or not shown; & = joins results of further samples.

Molecule,Tb hexokinase,FXIIa inh 1536,PGE2 EP2 inh,FXIa inh 1536,CHOP inh,Wee1 stabilizer,TNF necrop inh,zVAD death inh,PPC-1+TRAIL kill
Cc1ccc2[nH]c(=O)c(CN(Cc3nnnn3C3CCCC3)C3CCCCC3)cc2c1,-6,26,6,7,63,-1,-6.8,-0.3,4
O=C(CN(CCc1ccccc1)C(=O)Cn1nnc(-c2cccs2)n1)NCc1ccco1,-4,0,6,-12,-20,-1,1.1,0.7,4
CCOC(=O)CN1C(=O)C(CC)Oc2ccccc21 (stereo not given),-2,-3,2,3,-15,17*,0.4,0.0,15
CCc1cccc(C)c1NC(=O)C1CCN(C(=O)c2ccc([N+](=O)[O-])cc2)CC1,9,19,1,35,13,4,1.1,0.4,26
COC(=O)/C=C(\C)NC(=O)c1ccccc1Cl,35,-11,4,-6,7,-2,0.9,-0.1,14
Clc1cccc(/C=N/Nc2nnc(Cl)c3ccccc23)c1,-8,13,x,-9,-21,2,-3.9,0.3,-6
CCCCCCCc1c(C)nc(N2CCOCC2)[nH]c1=O,-4,-1,3,-6,72*,0,0.4,-1.0,10
O=Cc1c(N2CCCCCC2)nc2ccccn2c1=O,-24,7,3,0,8,-3,-0.4,-0.1,9
Cc1ccc(NC(=O)COC(=O)C2CC2)c(Br)c1,-2,2,-1,-1,9,2,2.2,0.3,-2
Cc1ccc(S(=O)(=O)NCCC(=O)Nc2nnc(C)s2)cc1,-3,14,11,3,14,-1,9.9,-0.1,-8
COc1ccc(-c2cc(C(F)(F)F)n3ncc(C(=O)NCC4CCCO4)c3n2)cc1 (stereo not given),-13,7,17,-1,-24,-2,-0.6,0.0,15
O=[N+]([O-])c1cc(C(F)(F)F)cc([N+](=O)[O-])c1NCc1cccnc1,-9,1,6,-1,14,1,0.4,0.6,-8

Following part:
Molecule,Tb hexokinase,FXIIa inh 1536,PGE2 EP2 inh,FXIa inh 1536,CHOP inh,Wee1 stabilizer,TNF necrop inh,zVAD death inh,PPC-1+TRAIL kill
Cc1noc(C)c1CSc1ncnc2sc3c(c12)CCC3,2,14,5,6,21,-3,0.3,1.6,10
COc1ccc(/C=C2\CCc3ccccc3C2=O)c(OC)c1OC,-13,10,3,1,16,1,-0.6,39,27
Nc1cccc(-c2nc3ccccc3[nH]2)c1,-5,15,6,3,-22,2,-4.2,1.0,23
Fc1cccc2sc(Nc3nnc(-c4ccccc4)o3)nc12,-66,-22,4,-8,-67,1,-0.9,5.0,40
COc1ccc(S(=O)(=O)NCc2cn3c(C)csc3n2)cc1F,-5,15,11,3,-9,1,1.0,0.4,-6
CCCn1nnnc1SCC(=O)NNC(=O)c1ccco1,-1,2,2,-4,-18,1,1.1,19,16
CCOc1ccc(-c2nc(-c3ccncc3)no2)cc1OCC,0,3,18,0,67,-2,-3.0,1.0,10
Cc1cccc(NC(=O)CSc2nnc(CSc3nc(C)cc(C)n3)o2)c1,5,21,11,1,40,-2,-0.3,1.2,3
CCOC(=O)/C(C#N)=N/Nc1c(S(=O)(=O)Cc2ccco2)csc1C(=O)OC,-11,1,11,-16,4,-3,2.8,2.6,16
Cc1cc(C)n(C(=O)COc2ccc([N+](=O)[O-])cc2)n1,-11,8,1,-2,11,-1,1.0,1.1,6
CCC1=NC(c2ccccc2OC)N(O)C1(C)C (stereo not given),-11,10,13,-4,-10,0,-3.3,-0.1,11
COC(=O)c1ccccc1NC(=O)Nc1cc(C)ccn1,3,41*,3,31,-18,0,-0.4,-0.2,11

The listing continues.
Molecule,Tb hexokinase,FXIIa inh 1536,PGE2 EP2 inh,FXIa inh 1536,CHOP inh,Wee1 stabilizer,TNF necrop inh,zVAD death inh,PPC-1+TRAIL kill
Cc1nc(SCC(=O)c2cccc([N+](=O)[O-])c2)n[nH]1,-2,5,7,-6,-10,-1,-1.6,0.8,14
CC(=O)Nc1cccn(Cc2c(Cl)cccc2Cl)c1=O,1,11,5,2,9,1,1.8,1.5,-3
COc1cccc(N(Cc2nnc3n2CCCCC3)C(=O)Nc2ccccc2F)c1,1,2,11,5,-1,4,0.6,0.4,-5
CCOC(=O)c1cc(NC(=O)Nc2cc(C)ccn2)c(C)nc1C,-10,4,5,-9,41,-2,1.1,0.1,-10
COc1cc(/C=C2\CC/C(=C\c3cc(OC)c(OC)c(OC)c3)C2=O)cc(OC)c1OC,-4,17,5,20,15,4,-1.5,0.6,0
CC(=O)O[C@@H]1[C@@H](OC(C)=O)[C@H](n2ccc3cc([N+](=O)[O-])ccc32)OC[C@@H]1OC(C)=O,-17,4,9,-7,-1,-1,-2.0,-0.1,x
Cc1ccsc1C(=O)N/N=C/c1ccc([N+](=O)[O-])cc1,-15,10,4,0,9,3,0.5,1.7,36
COc1ccc(/C=N/Nc2nc(N3CCCCC3)nc(N3CCCCC3)n2)cc1[N+](=O)[O-],5,12,3,11,22,-3,1.8,1.9,14
COc1ccc(NC(=S)Nc2ccc(C)c(S(=O)(=O)N3CCCCC3)c2)cc1,30,4,18,-3,61,0,-0.8,0.6,-5
CCCCC(CCC(=O)O)(C(=O)OCC)c1csc(Nc2ccccc2)n1 (stereo not given),-4,7,7,4,28,0,0.6,2.0,x
CC1(C)Cc2c(ccc3ccccc23)/C(=C/C(=O)N2CCCCC2)N1,-19,5,4,-1,52,0,-1.7,0.7,13
Cc1cc(NC(=O)CSc2c(C)[nH]c3ccccc23)no1,-3,4,11,-3,17,-4,6.2,0.6,-4

Later entries:
Molecule,Tb hexokinase,FXIIa inh 1536,PGE2 EP2 inh,FXIa inh 1536,CHOP inh,Wee1 stabilizer,TNF necrop inh,zVAD death inh,PPC-1+TRAIL kill
Cc1cc(NC(=O)CSc2nncn2-c2ccccc2)no1,1,-5,6,5,3,-3,-0.9,0.5,8
COc1ccc(CCNCc2ccc(OCC(=O)N3CCCCC3)c(OC)c2)cc1OC,11,6,7,-6,-15,-2,1.7,0.0,9
Oc1ccc(/C=N/NC(=S)NCC2CCCO2)cc1 (stereo not given),-38,0,14,0,-3,1,-0.6,-0.2,17
O=C(Nc1ccc2ccccc2c1)c1cn(-c2ccccc2)nc1-c1cccs1,-10,6,9,-5,47,-1,1.7,1.0,14
O=C(O)C1Cc2[nH]cnc2C(c2ccccc2O)N1 (stereo not given),-2,0,5,1,11,0,0.5,1.5,-6
Cc1nnc(NC(=O)C2C3C=CC(O3)C2C(=O)O)s1 (stereo not given),-6,3,8,-7,24,6,0.9,1.1,31
O=C(O)CCN1C(=O)c2ccc(NC(=O)Cc3ccc(Cl)cc3)cc2C1=O,-8,2,3,-5,11,0,-0.2,-0.5,-3
Cc1c2cnn(-c3ccccc3)c(=O)c2c(C)n1CCCC(=O)N1CCN(C)CC1,-12,12,11,5,-9,5,1.9,-0.3,8
CCN(CC)S(=O)(=O)c1ccc(C(=O)NCc2nnc(SCC(=O)OC)n2C)cc1,4,5,8,-6,-4,-1,0.1,0.6,-6
CCCCC(=O)Nc1cccc(NC(=O)c2cccc(Br)c2)c1,2,5,3,-9,1,-1,6.4,7.9,14
CCCN(CCC)C1Sc2ccc(C(=O)OC)cc2NC1=O (stereo not given),-3,14,x,5,82*,4,0.1,-0.2,29
C#CCOCCOCCOCCNc1nc(N2CCN(C(=O)[C@H](Cc3ccc(O)cc3)n3cc(C(N)CC(C)C)nn3)CC2)nc(N2CCN(C(=O)[C@H](CCC(=O)O)n3cc(C(N)[C@H](C)CC)nn3)CC2)n1 (stereo not given in full),-6,0,-3,-5,25,0,1.1,0.2,6

Next entries follow:
Molecule,Tb hexokinase,FXIIa inh 1536,PGE2 EP2 inh,FXIa inh 1536,CHOP inh,Wee1 stabilizer,TNF necrop inh,zVAD death inh,PPC-1+TRAIL kill
O=C(COc1ccc(Cl)cc1Cl)NNC(=S)NC(=O)c1ccco1,-9,6,8,1,-1,-2,2.0,-0.4,4
COc1ccccc1CNC(=O)C/C(C)=N/NC(=O)Cc1ccc(OC)c(OC)c1,-2,-4,3,-7,13,-1,1.8,x,3
CC(C)C(=O)Nc1ncc(Cc2ccc(Cl)cc2)s1,9,9,5,0,20,-2,5.3,3.1,x
O=C(Nc1ccccc1N1CCCC1)c1ccc(Cl)cc1Cl,-3,10,10,-2,44,-1,0.1,0.4,0
O=C(CSc1nc2c(c(=O)n1-c1ccc(Cl)cc1)SCC2)Nc1nccs1,1,16,4,6,35,3,-2.4,-0.8,13
COC(=O)CSc1ncccc1-c1nc2ccccc2[nH]1,-9,-8,9&9,-9,0,-4,0.8,-0.1,10
CCOc1ccc(C(C)=O)cc1CSc1nc2nc(C)cc(C)n2n1,-1,x,3,-2,11,-4,-1.6,0.6,4
CCC(C(=O)OCC(=O)Nc1cc(OC)ccc1OC)c1ccccc1 (stereo not given),0,10,8,-1,28,5,1.1,2.2,16
Cc1[nH]n(-c2ccccc2)c(=O)c1C(c1cccc([N+](=O)[O-])c1O)c1c(C)[nH]n(-c2ccccc2)c1=O,-5,-1,13,-2,18,0,0.7,0.2,23
C/C(=N\NC(=O)CNc1cccc(C(F)(F)F)c1)c1ccc(Br)cc1,2,9,6,1,94*,5,1.9,0.7,20
CCCCCCn1c(SCC(=O)OC)nc2c1c(=O)[nH]c(=O)n2C,-3,7,13,0,12,-1,-0.1,2.5,6
CCC(=O)/C=C1\Sc2ccccc2N1CC,-57,7,4,-1,14,-2,-2.2,x,23

Following part.
Molecule,Tb hexokinase,FXIIa inh 1536,PGE2 EP2 inh,FXIa inh 1536,CHOP inh,Wee1 stabilizer,TNF necrop inh,zVAD death inh,PPC-1+TRAIL kill
CCOC(=O)c1cc(-c2ccccc2)sc1NC(=O)CN1C(=O)NC(CC)(c2ccccc2)C1=O (stereo not given),-24,18,9,16,55,0,-0.1,0.8,20
CCOC(=O)N/N=C(\c1ccccc1)C(O)c1ccccc1 (stereo not given),2,8,9,-3,7,0,1.1,2.2,5
CC(C)OCCCNC(=O)CN1C(=O)CC(C)(C)S(=O)(=O)c2ccccc21,-3,-3,6,1,18,4,-0.4,0.1,14
Cc1ccc(-c2nc3ncccn3c2Nc2ccc3c(c2)OCCO3)cc1,-14,8,8,10,6,-2,-1.0,0.4,20
Brc1ccccc1C1=Nn2c(nnc2-c2ccccc2)SC1,-2,13,11,3,19,2,-6.9,-0.2,-4
O=C(O)C1C2C=CC(C3CC23)C1C(=O)N1CCc2ccccc21 (stereo not given),-4,8,5,2,26,2,-0.6,0.5,6
COCCCN1C(=O)c2ccc(C(=O)Nc3ccccc3OC)cc2C1=O,-12,2,9,-3,-8,0,-0.1,0.9,22
CCc1nnnn1-c1ccc([N+](=O)[O-])cc1C,1,12,6,2,3,1,-1.8,-0.7,7
COc1ccccc1-c1nnc(SCC(=O)NC2CCS(=O)(=O)C2)n1CCc1ccccc1 (stereo not given),7,10,6,8,-35,-3,0.9,1.5,23
Cc1ccc(OCC(=O)NNC(=S)NC(=O)C(C)(C)C)c(Br)c1,7,4,19,-4,92*,3,-0.3,0.5,-2
Cc1ccc(C)c(N=C2CCCN2Cc2ccccc2)c1C#N,-5,15,2,7,17,-1,-1.5,-0.9,-24
CC(C)(C)c1ccc(C(=O)NCC(=O)OCC(=O)Nc2ccc3c(c2)OCCO3)cc1,27,11,6,6,-10,-1,0.8,1.8,12
CCNC(=S)N1CCC(c2nc3cc(C)c(C)cc3[nH]2)CC1,-9,-4,18,-2,1,2,-0.6,5.1,20

An excerpt; the hit share may differ from the screen's.
